# Rin1-Abl PPI inh: human Rin1-Abl interaction inhibition. P00519+Q13671. TR-FRET Rin1/Abl binding, biochemical. inhibition, % at 7.35 µM. actives 0.4% (n = 360,000). AID 588664; in the data active = inhibition above about 5%, passing the limit was not always enough
# MT1-MMP act inh: blocks activation of human MT1-MMP; HT1080 RFP-PRO-GFP cells, GFP/RFP ratio fluorescence, overnight; percent of plate control window, DMSO zero; GFP/RFP ratio change, % at 20 µM; actives 0.061% (n = 360,000);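 active = GFP/RFP ratio change of at least 30% with cell ATP level not reduced by more than half and red fluorescence within 50% of control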; also: strong numbers were not always called active
#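 Assay system – RFP-PRO-GFP reporter HT1080 cells · Compound dosing – single dose of 20 µM compound, 1% DMSO final · Incubation – overnight compound exposure at 37 °C · Measure – GFP/RFP fluorescence ratio · Benchmarks – DMSO wells and RFP-L50D-GFP cells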
# MsrA inhibitor: inhibits bovine methionine sulfoxide reductase A; AID 651718; inhibition, % at 15.5 µM; purified bovine MsrA, absorbance read-out; actives 0.75% (n = 360,000); in the data active = inhibition above about 4.5%;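 also: 0% = vehicle wells with enzyme and 100% = reference inhibitor wells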
# CendR NRP1 mod: NRP-1/CendR interaction modulation | O14786 | FAM-RPARPAR peptide binding to NRP-1, fluorescence polarization | inhibition, % at 25 µM | actives 0.85% (n = 360,000);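 active = inhibition or corrected inhibition above about 18%, plus a signal ratio from 0.5 to 1.5, limit read from the data, passing the limit was not always enough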; also: strong numbers were not always called active
# Target sequence (O14786 whole entry, looked up): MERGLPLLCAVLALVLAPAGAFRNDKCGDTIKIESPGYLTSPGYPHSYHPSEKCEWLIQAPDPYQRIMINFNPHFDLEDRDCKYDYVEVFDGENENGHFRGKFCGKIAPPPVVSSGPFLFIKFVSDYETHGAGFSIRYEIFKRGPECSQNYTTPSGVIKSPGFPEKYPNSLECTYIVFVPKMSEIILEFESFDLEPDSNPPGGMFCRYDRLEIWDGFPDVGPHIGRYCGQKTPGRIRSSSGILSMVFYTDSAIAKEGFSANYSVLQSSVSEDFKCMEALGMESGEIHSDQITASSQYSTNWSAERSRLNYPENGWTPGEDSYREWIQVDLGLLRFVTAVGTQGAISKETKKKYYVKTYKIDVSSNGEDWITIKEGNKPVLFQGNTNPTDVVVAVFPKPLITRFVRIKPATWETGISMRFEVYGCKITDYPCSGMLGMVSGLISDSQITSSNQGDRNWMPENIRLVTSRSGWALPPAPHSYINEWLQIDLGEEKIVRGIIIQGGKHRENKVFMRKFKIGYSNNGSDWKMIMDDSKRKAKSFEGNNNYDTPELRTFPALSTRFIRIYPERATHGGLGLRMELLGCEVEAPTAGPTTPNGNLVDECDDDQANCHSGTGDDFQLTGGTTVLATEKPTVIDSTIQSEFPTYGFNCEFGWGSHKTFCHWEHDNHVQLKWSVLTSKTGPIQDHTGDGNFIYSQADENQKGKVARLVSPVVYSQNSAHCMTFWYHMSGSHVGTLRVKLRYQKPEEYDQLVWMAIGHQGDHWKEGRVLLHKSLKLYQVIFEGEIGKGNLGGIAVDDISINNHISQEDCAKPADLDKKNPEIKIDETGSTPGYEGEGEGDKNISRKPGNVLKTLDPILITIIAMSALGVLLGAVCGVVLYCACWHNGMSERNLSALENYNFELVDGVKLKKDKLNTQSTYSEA
# Neddylation inh: blocks human cullin neddylation | P61081+Q13564 | TR-FRET cullin neddylation, biochemical | calls only at 25 µM | actives 0.58% (n = 360,000) | AID 651699; in the data active = inhibition above about 36%
# SKN-1 inh: C. elegans SKN-1 inhibition | C. elegans VP596 Pgst-4::GFP/RFP ratio, acrylamide-induced, 24 h | inhibition, % at 21.8 µM | actives 0.49% (n = 360,000) | AID 624304;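 active = interference check ratio from 0.5 to 1.5 plus GFP to RFP signal ratio inhibition reaching or exceeding a fixed threshold, cut at about 30% in these data, passing the limit was not always enough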; also: some compounds called inactive have numbers as strong as hits
# E coli Lon inh: E. coli protease La inhibition; purified E. coli Lon protease, fluorescence polarization; inhibition, % at 7.94 µM; actives 0.42% (n = 360,000); AID 602123; in the data active = inhibition above about 13%, passing the limit was not always enough;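 also: 0% = enzyme with probe and DMSO and 100% = no enzyme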
# MsrA act: bovine methionine sulfoxide reductase A activation; purified bovine MsrA, absorbance read-out; activation, % at 10.6 µM; actives 0.3% (n = 360,000); AID 602163; in the data active = activation above about 7.5%;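 also: 0% = vehicle and 100% = reference activator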
# FAS-TE inh: FAS thioesterase (human) inhibition; P49327; recombinant FAS-TE, OMFH fluorogenic substrate, fluorescence endpoint; inhibition, % at 15 µM; actives 0.67% (n = 360,000);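 active = compounds whose normalised, plate-corrected inhibition of enzyme fluorescence in the single-dose primary screen is 50% or more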;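 also: 0% = DMSO with enzyme and 100% = substrate without enzyme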
# The depositor's hits bear a star; i = inactive; · = not tested or not shown.
SMILES,Rin1-Abl PPI inh,MT1-MMP act inh,MsrA inhibitor,CendR NRP1 mod,Neddylation inh,SKN-1 inh,E coli Lon inh,MsrA act,FAS-TE inh
CC(C)C(Nc1ccc(S(=O)(=O)N2CCOCC2)cc1[N+](=O)[O-])C(=O)O (centres undefined),1,7,-0.6,28*,i,5,-9,-11,-6
CC(C)(CO)NCC(O)Cn1cc(C=O)c2ccccc21 (centres undefined),-7,1,1.0,1,i,-3,7,-4,-6
O=C(CCSCCC(=O)NCc1ccccc1)NCc1ccccc1,-1,-1,0.1,3,i,9,3,-2,-5
COc1ccc(C=C2SC(=S)NC2=O)c(OC)c1OC,3,1,4.8*,-80,i,7,-20,-16,-3
CCN1CCN(CC(=O)Nc2ccc(OC(F)(F)F)cc2)CC1,2,-3,0.3,0,i,5,-6,0,-3
CSc1nnc2c(n1)OC(C)N(C(=O)c1ccccc1)c1ccccc1-2 (centres undefined),2,-1,3.2,7,i,0,-1,-8,-6
CC1CCC2(CC1)NC(=O)N(CC(=O)c1ccc(CNC(=O)C(C)(C)C)s1)C2=O (centres undefined),-3,-3,0.2,-12,i,-5,-3,-2,0
O=C(NCC1CCCO1)c1onc(CSc2ccccc2)c1C(=O)O (centres undefined),1,4,-0.7,0,i,4,-5,-2,-5
CCOc1cc(C2C3=C(CCCC3=O)Nc3ccc4ncccc4c32)ccc1O (centres undefined),0,4,2.4,0,i,-6,-21,-10,-4
CCCc1nc2c3ccccc3ccn2c1Cc1ccc(C)cc1,1,-6,-0.1,-15,i,11,-42,0,9
Cc1c(C(=O)N2CCCC2)oc2c1-c1nn(CC(=O)NCCCN3CCCCC3)cc1CC2,3,-91,0.3,7,i,9,3,-10,-7
CCc1nc(NC2CCCCC2)c(C#N)c2c1COC(C)(C)C2,-1,-10,-1.3,7,i,7,-5,-3,9
OC(c1ccc(F)c(F)c1)c1nc(-c2ccc(Cl)cc2)cs1 (centres undefined),-4,-1,-0.9,-13,i,19,-3,-2,26
CSc1ccc(Cl)c(C(=O)OCC(=O)N2CC(C)OC(C)C2)c1 (centres undefined),-2,1,-0.8,16,i,9,-3,2,-5
O=S(=O)(Nc1nc2ccccc2nc1Cl)c1cccc(C(F)(F)F)c1,2,-3,0.2,-8,i,10,14,-2,2

# Three entries from above, sorted by molar mass, rising.
SMILES,Rin1-Abl PPI inh,MT1-MMP act inh,MsrA inhibitor,CendR NRP1 mod,Neddylation inh,SKN-1 inh,E coli Lon inh,MsrA act,FAS-TE inh
CCc1nc(NC2CCCCC2)c(C#N)c2c1COC(C)(C)C2,-1,-10,-1.3,7,i,7,-5,-3,9
O=S(=O)(Nc1nc2ccccc2nc1Cl)c1cccc(C(F)(F)F)c1,2,-3,0.2,-8,i,10,14,-2,2
CC1CCC2(CC1)NC(=O)N(CC(=O)c1ccc(CNC(=O)C(C)(C)C)s1)C2=O (centres undefined),-3,-3,0.2,-12,i,-5,-3,-2,0

# Other structures:
SMILES,Rin1-Abl PPI inh,MT1-MMP act inh,MsrA inhibitor,CendR NRP1 mod,Neddylation inh,SKN-1 inh,E coli Lon inh,MsrA act,FAS-TE inh
CCCN1CCN(C2CCCCC2NS(=O)(=O)c2ccccc2)CC1 (centres undefined),-1,-2,·,4,i,7,-2,0,-4
Cc1ccc(S(=O)(=O)N[C@@H](CC(C)C)C(=O)N2CCC(C(=O)N[C@H](C(=O)O)C(C)C)CC2)cc1,3,-2,0.1,17,·,-13,1,-3,-4
O=C(COC(=O)c1cccc(S(=O)(=O)NCc2ccccc2)c1)c1ccccc1,-2,5,-0.8,1,i,-1,5,-4,22
Cc1nc(Nc2ccccc2)sc1-c1ccccc1,-2,-2,1.4,0,i,22,3,-3,23
CSc1nc2[nH]c3c(c2c2ncnn12)CCCC3,-3,1,3.6,2,i,0,0,-5,-5
CCOC(=O)C(=O)N(C)c1c(CC)nc2c(OCc3ccccc3C)cccn12,1,2,-0.2,-13,i,7,0,-2,-2
CC(C)(C)c1nnc2sc(SCC(=O)c3cccs3)nn2c1=O,-2,0,1.3,6,i,12,5,-5,-9
CCn1ccnc1CN1CCN(CC(C)C)C(CCO)C1 (centres undefined),-4,1,1.1,7,i,-1,6,-2,-3
CC1(c2ccccc2Cl)NC(=O)N(CC(=O)NCc2ccco2)C1=O (centres undefined),-1,-2,1.3,3,i,-4,-3,-1,-3
COc1ccc(C)cc1S(=O)(=O)N(C)CC(=O)N1CCCCC1,-4,-1,-0.8,2,i,10,-4,-2,-4
Cc1c(NS(=O)(=O)c2ccc(Cl)c(C(=O)OC(C)C(=O)NCc3ccco3)c2)c(=O)n(-c2ccccc2)n1C (centres undefined),1,·,-1.0,-9,i,-7,3,-14,-1
C[C@H](NC(=O)c1ccc(C(C)(C)C)cc1)C(=O)N1CCC2(CC1)NCCc1[nH]cnc12,0,5,-0.9,2,i,5,15,-5,-5
COc1ccc(/C=C/C(=O)NC2=NCCS2)cc1OC,0,-1,1.5,14,·,1,2,-9,-6
COc1ccc(-c2n[nH]c(=S)n2-c2cc(OC)ccc2OC)cc1,1,-5,-0.2,13,i,3,7,1,-6
Cc1cccc(NC(=O)C2CCN(c3ncnc4c3nc3n4CCCCC3)CC2)n1,0,4,-0.3,-6,i,10,-3,-1,2
CN(C)CCn1c2ccccc2c2nc3ccc([N+](=O)[O-])cc3cc21,-5,-9,0.0,-11,i,-4,2,-8,0
Nc1cc(=O)[nH]c(SCC(=O)N2CCCCC2)n1,1,-2,0.6,16,i,-1,1,-10,-6
O=C(Nc1cc(Cl)ccc1Cl)N1CCCC1,1,0,-1.1,-5,i,14,-9,-2,-3
Cc1ccc(NC(=O)c2cnn(-c3ccccc3)c2NC(=O)c2ccco2)cc1,1,2,-0.4,10,i,7,-4,-6,3
CCc1ccccc1N(CC(=O)N1CCCC1)S(C)(=O)=O,-2,-4,-0.1,3,i,8,-5,-2,-3
CCOC(=O)N1CCN(C(=O)COc2cccc3c2CCN(Cc2ccccc2C)C3=O)CC1,-3,-3,0.5,3,i,-6,7,-2,-7
FC(F)(F)c1ccccc1-c1ccc2nncn2c1,0,1,-1.2,-5,i,22,-13,-2,-9
COc1ccc2c(c1)CCCO[C@]21O[C@H](CCO)C[C@H](O)[C@H]1O,-1,-1,0.0,-5,i,-14,-4,-5,-9
O=C(Nc1ccc(S(=O)(=O)N2CCCC2)cc1)c1cccc(OC(F)F)c1,1,-1,0.1,3,i,11,-6,-7,13
O=C(NC1CCCC1)C1c2ccccc2OCC(=O)N1CCc1ccccc1 (centres undefined),·,1,0.3,-6,i,5,4,-2,-4
COc1ccc2c(c1)N(C(=O)CN1C(=O)C3CCCCC3C1=O)C(C)(C)C=C2C (centres undefined),2,0,3.4,11,i,-6,-2,-1,4
COC(=O)c1cccc(NC(=O)c2cnccn2)c1,1,-3,-0.5,-6,i,4,6,-3,-2
COc1cccc(/C=C/c2nc3c(cnn3-c3ccccc3)c(=O)[nH]2)c1,-2,7,0.2,-11,·,0,-17,-1,0
Cc1nc([N+](=O)[O-])c(C(=O)OCc2ccccc2F)n1C,0,4,0.5,2,i,-6,-2,-2,2
O=C(NC1CCCC1)c1ccc(Br)c(S(=O)(=O)N2CCCCC2)c1,1,7,0.5,4,i,-4,10,-12,-4
Cc1ccc(NC(=O)CSCc2cc(=O)n3ccsc3n2)c(C)c1,1,-3,-0.5,-2,i,-4,3,-10,-6
CCOC(=O)c1nc(-c2ccc(OC)c(OC)c2)cnc1C#N,0,0,1.0,-5,·,-10,7,-5,-10
Cc1cccc(OCc2nnc(NC(=O)c3cccs3)s2)c1,-6,12,1.4,8,i,21,7,-2,-6
Cc1ccc(S(=O)(=O)N2CCC(C(=O)N3CC(C)OC(C)C3)CC2)cc1 (centres undefined),1,-2,-0.8,12,i,19,6,-1,0
CN1CCC(N(C)C(=O)c2cc(S(=O)(=O)N(C)c3ccccc3)ccc2Cl)CC1,0,-3,1.3,-6,i,-8,-20,0,-6
CCN1CCC(O)(C(C(=O)OC)c2ccccc2)CC1 (centres undefined),-1,2,0.0,7,i,9,-5,-2,-6
NC(=O)c1ccsc1NC(=O)c1coc2ccccc2c1=O,-2,3,4.7*,-3,i,-9,4,-11,-7
COc1ccc(/C=N/NC(=S)NC2CCS(=O)(=O)C2)cc1OC (centres undefined),1,-5,6.0*,11,i,10,-5,-6,-9
CC(=O)Nc1cccc(C(=O)OCC(=O)NCc2ccc(F)cc2)c1,3,3,-0.4,-10,i,-6,3,-2,-3
CC1(Cc2cccc(C(F)(F)F)c2)C(=O)Nc2c(Cl)cccc21 (centres undefined),-4,-2,0.5,-7,i,11,1,2,12
COc1ccc(C(=O)NNC(=O)CCc2ccccc2OC)cc1,1,-1,-0.3,-9,i,-6,-2,-1,0
CSCCC(NC(=O)/C(=C\c1ccco1)NC(=O)c1ccco1)C(=O)O (centres undefined),-4,-1,0.1,-7,i,7,-7,-1,-8
O=C(C1CCCO1)N1CCN(S(=O)(=O)c2ccc(Cl)cc2)CC1 (centres undefined),0,0,-0.5,8,i,1,-2,-2,-5
CC(C)N(Cc1ccccc1)C(=O)COC(=O)c1ccc2ncsc2c1,0,-2,-0.7,9,i,-6,-14,-2,0
COCCNc1oc(Cc2cccc3ccccc23)nc1C#N,1,0,0.5,-4,i,-12,-5,-4,0
O=C(/C=C/c1ccccc1)NC(=S)NNC(=O)Cc1cccs1,-1,4,2.9,-5,i,26,3,6,-3
CC(C)(C)c1ccc(CC(=O)N2CCC2(C)C(=O)NS(=O)(=O)c2ccccc2)cc1 (centres undefined),-7,1,0.3,8,i,17,-17,-3,-12
Cc1ccc(-n2nnnc2SC(C)C(=O)NCC(=O)Nc2ccc(F)c(F)c2F)c(C)c1 (centres undefined),-2,2,1.0,-38,i,3,13,-2,9
CN1c2ccc([N+](=O)[O-])cc2N(C)C1(C)c1ccccc1 (centres undefined),-7,15,1.7,-18,i,7,-26,-4,31
CCOc1cc(-c2nc3cc(C)ccn3c2NCC2CCCO2)ccc1O (centres undefined),-6,-3,1.9,-12,·,-2,-6,-8,-4
COc1cccc2[nH]c(C(=O)NC(C)c3ccccc3)cc12 (centres undefined),1,-3,0.5,4,·,12,-8,-3,0
O=C(CCC(=O)c1ccc(F)cc1)OC1CCOC1=O (centres undefined),-6,-1,0.3,-2,i,9,-9,-2,-4
O=C(NCc1ccccn1)Nc1ccc(Cl)c(Cl)c1,3,-3,0.8,3,i,15,-3,-2,6
Cc1cccc(C)c1NC(=O)NC1(C(=O)N2CCCCC2)CCCCC1,1,0,-0.3,2,i,-2,6,-3,-4
CCN(CC)S(=O)(=O)c1cccc(NC(=O)COC(=O)c2ccc(Br)o2)c1,-1,9,-0.3,-13,i,12,4,-6,-1
COc1ccccc1Cc1c(-c2ccco2)nc2ccc(Cl)cn12,0,-7,0.2,-19,i,16,-1,-6,1
Cc1cnc(C(=O)Nc2ccccc2-n2cccc2)cn1,6,-1,0.8,3,i,5,-3,-3,2
Cn1ncc(Cl)c1C(=O)N1CCN(c2ncccn2)CC1,-1,-2,-3.5,-4,i,9,-8,-4,-12
O=C(NCCO)/C(=C\c1cccc([N+](=O)[O-])c1)NC(=O)c1cccs1,-1,2,0.1,17,i,10,-9,0,-1
CCN(CC)C1CCCCC1NS(=O)(=O)c1ccc(Cl)cc1 (centres undefined),-2,3,0.2,-13,i,-2,-16,0,-3

# Molecules listed so far that contain bromine:
SMILES,Rin1-Abl PPI inh,MT1-MMP act inh,MsrA inhibitor,CendR NRP1 mod,Neddylation inh,SKN-1 inh,E coli Lon inh,MsrA act,FAS-TE inh
O=C(NC1CCCC1)c1ccc(Br)c(S(=O)(=O)N2CCCCC2)c1,1,7,0.5,4,i,-4,10,-12,-4
CCN(CC)S(=O)(=O)c1cccc(NC(=O)COC(=O)c2ccc(Br)o2)c1,-1,9,-0.3,-13,i,12,4,-6,-1

# Screens: PubChem, several laboratories
